Polio RdRp inh: inhibitors of poliovirus RNA polymerase binding and polymerization; AID 588519; P03300; 150,000 tested, 0.66% active; % elongation, % (compound at 16.7 µg/mL); poliovirus polymerase elongation, fluorescence polarization; active compounds read low; in the data active = % elongation below about 90%; note: some results filed as inactive read as strong as hits
Target sequence (P03300 1749-2209 limits assumed): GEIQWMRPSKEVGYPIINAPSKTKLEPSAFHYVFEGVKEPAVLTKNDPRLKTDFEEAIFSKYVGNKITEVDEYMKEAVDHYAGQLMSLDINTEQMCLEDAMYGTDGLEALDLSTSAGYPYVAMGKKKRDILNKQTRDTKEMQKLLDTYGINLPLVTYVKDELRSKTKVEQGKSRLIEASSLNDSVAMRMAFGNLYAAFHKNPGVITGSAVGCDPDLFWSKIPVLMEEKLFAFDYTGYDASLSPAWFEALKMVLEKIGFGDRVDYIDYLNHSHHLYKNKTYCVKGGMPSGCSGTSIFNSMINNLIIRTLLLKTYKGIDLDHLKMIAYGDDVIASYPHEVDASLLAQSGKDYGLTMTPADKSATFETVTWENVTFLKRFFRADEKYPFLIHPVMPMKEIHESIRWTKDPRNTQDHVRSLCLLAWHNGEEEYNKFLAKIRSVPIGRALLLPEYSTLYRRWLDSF
Polio RdRp inh FP z-score: also measured in Polio RdRp inh; calls as there; z-score; measured here: FP z-score; hits read low
The depositor's hits bear a star; & = joins results of further samples. A portion of the library; count on the stated rates, not on these rows.

SMILES	Polio RdRp inh	Polio RdRp inh FP z-score
O=C(NCc1cccc(C(F)(F)F)c1)C1CCN(c2ncccn2)CC1	104.0	1.1
O=C(CS(=O)(=O)c1nc(-c2ccc(Cl)cc2)cn1-c1ccccc1)Nc1ccc(F)cc1F	96.0	-3
CN(CC1COc2ccccc2O1)C(=O)/C=C/c1cccs1 (configuration not stated)	100.0	-0.5
Cn1nc(C(=O)N2CCN(c3ccccc3F)CC2)c2c1-c1ccccc1SC2	106.0	-0.2
CC1(C)C2CC=C(COCC(O)CN3CCN(S(=O)(=O)c4ccccc4)CC3)C1C2 (configuration not stated)	102.0	-0.1
C/C(=N\N(C=O)c1ccc(C(=O)N2CCOCC2)cc1)C(=O)c1ccccc1	99.0	-0.3
N#Cc1ccccc1NC(=O)COC(=O)c1ccc2c(c1)OCCO2	108.0	0.6
Cc1nc2sc(C(=O)N(C)c3ccccc3)c(NC(=O)c3ccccc3Cl)c2c(C)c1C	103.0	-0.1
O=C(CC1CCCC1)N(c1nccs1)C1CCCCC1	98.0	-0.6
O=C(CSc1ccc2c(c1)OCCO2)Nc1ccccc1	99.0	-0.8
COc1ccc(C(=O)N2CCC(c3nc4ccccc4s3)CC2)cc1Cl	108.0	0.1
COC(=O)C1C(=O)c2c([nH]c(C(=O)OC(C)C)c2C)CC1C (configuration not stated)	99.0	-0.8
CCOC(=O)N1CCC(C(=O)OCCOc2cccc(Cl)c2)CC1	103.0	0
COc1ccc(-c2n[nH]c3c2C(c2ccccc2)N(c2ccccc2)C3=O)cc1 (configuration not stated)	101.0	-0.1
N#Cc1ccc(OCC(=O)NCCCn2ccnc2)cc1	101.0	-0.3
O=C(Nc1ccc(-c2nc3ncccc3o2)cc1)c1ccccc1Cl	101.0	0
COc1ccc(C(=O)CSc2nc(-c3ccco3)nc3c2c(=O)n(C)c(=O)n3C)cc1	99.0	-1.7
CCN(CC)S(=O)(=O)c1ccc(NC(=O)CN2c3ccccc3CC2C)cc1 (configuration not stated)	107.0	0.5
CC(=O)Nc1ccc(/C=C2/SC(=Nc3ccccc3)NC2=O)cc1	99.0	-0.9
CSc1nnc(COc2cccc(C)c2)n1C	100.0	-0.2
COC(=O)c1ccc(Cl)cc1NC(=O)N1CC(C)Oc2ccccc21 (configuration not stated)	111.0	0.7
CSc1ccc(CCNC(=O)Cn2ncc3c(=O)oc4ccc(C)cc4c32)cc1	105.0	0
COc1ccc(OC)c(/C=C/C(=O)O)c1	99.0	-0.3
COC(=O)CC1Oc2ccc(C)cc2-n2cc(-c3ccc(C)cc3)nc21 (configuration not stated)	103.0	-0.6
CCOC(=O)c1c(C)nn(Cc2cccc(Cl)c2)c1N	103.0	0.2
CC(C)(Oc1ccc(Cl)cc1)C(=O)Nc1cccc(-c2cn3cccnc3n2)c1	108.0	0.1
CCN(CC)C(=O)CN1CCCN(Cc2ccc(F)cc2)S1(=O)=O	100.0	-0.9
CC1=NN(c2ccc(S(N)(=O)=O)cc2)C(=O)/C1=C\C=C/c1ccccc1	99.0	-0.5
CC(C)N(C(=O)CSc1nc2ccccc2c(=O)[nH]1)C(C)C	101.0	-0.4
CCOc1ccc(NCc2cccn2-c2nnc(N3CCC(C(=O)NCc4ccccc4Cl)CC3)s2)cc1	106.0	-1.2
CC(C)(C)C(=O)Nc1cccc(C(=O)NN)c1	102.0	0.7
Cc1ccc(-n2ncc(C(=O)NCCN3CCc4ccccc4C3)c2C2CCNCC2)cc1C	103.0	0
O=C(NCc1ccccc1)c1ccc2c(c1)CCN2S(=O)(=O)c1ccc(Cl)cc1	110.0	1
CCOC(=O)CC1=Nn2c(nnc2-c2cccs2)SC1	100.0	-0.6
CN(C)c1ccc(C(=O)OCC(=O)NC2CC2)cc1	102.0	0.1
O=C(Cn1c(=O)n(Cc2ccc(C(=O)NCc3ccc4c(c3)OCO4)cc2)c(=O)c2ccccc21)Nc1ccc(F)cc1F	108.0	0.5
CC(C)(C)C1CCc2c(sc3nc(-c4cc5cc(Br)ccc5oc4=O)[nH]c(=O)c23)C1 (configuration not stated)	99.0	-1.4
O=C(CN1CCOCC1)N1N=C(c2ccc(Cl)cc2)CC1c1ccco1 (configuration not stated)	103.0	0.3
CCCCC(=O)NC1(C(F)(F)F)C(=O)Nc2c1c(=O)[nH]c(=O)n2-c1ccc(C)c(C)c1 (configuration not stated)	102.0	-0.1
CC1CCCC(C)N1C(=O)COC(=O)CCc1ccccc1 (configuration not stated)	102.0	0.4
CC(C)c1ccc(NC(=O)CN2C(=O)COc3ccc(S(=O)(=O)N4CCCCC4)cc32)cc1	112.0	-0.3
Cc1cnc(SCc2cnc(C)nc2N)nc1	100.0	0.1
CCC(=O)N1c2ccccc2-c2nnc(SC)nc2OC1c1ccccc1F (configuration not stated)	103.0	0.2
CC(=O)NC1C(OCc2ccccc2)OC(CO)C(O)C1OCc1ccccc1 (configuration not stated)	101.0	-0.2
COc1ccc(NC(=O)CCc2nnc3n(C)c(=O)c4sccc4n23)cc1	103.0	-0.9
Cc1c(-c2nc(-c3ccc4c(c3)[nH]c(=O)n4C)no2)cccc1[N+](=O)[O-]	105.0	-0.5
O=C1/C(=C/C2CCCCC2)CCCc2ccccc21	106.0	0.5
COc1ccc(C2=NOC(C(=O)N3CCN(C)CC3)C2)cc1 (configuration not stated)	101.0	0.3
CCn1nccc1C(=O)Nc1ccc(Cl)cc1Cl	100.0	-0.3
O=C(CN1CCOCC1)NNc1nc(-c2ccccc2)c2cc(Cl)ccc2n1	103.0	0.4
CSc1nc(-c2ccco2)cc(C(F)(F)F)c1C#N	109.0	0.6
O=C(NCCN1CCOCC1)Nc1ccccc1-c1ccccc1	106.0	1.7
CN(C)CC#CC1(O)CCCCC1	105.0	0.2
CC(C)CCN1C(=O)c2ccccc2CC1(C)C(=O)NC1CCCCC1 (configuration not stated)	114.0	1
CCCCCCCCCCCCCCCC(=O)C1=C(O)C(CO)OC1=O (configuration not stated)	100.0&99.0	0&0.1
COc1ccc2nc(N3CCCCC3)c(/C=C3\SC(=S)NC3=O)cc2c1	103.0	0.3
CCOc1ccc(CNC(=O)c2ccc(NC(=O)N3CCSc4ncccc43)cc2)cc1OC	107.0	0.2
COc1cc(C(=O)N2CCC(c3nc4ccccc4o3)CC2)cc(OC)c1OC	108.0	0.5
c1cncc(-c2noc(-c3cccs3)n2)c1	102.0	0.1
Nc1ccc2c(c1)OC1(CCCCC1)O2	102.0	0.1

Gathered by group: those above containing a CF3 group
SMILES	Polio RdRp inh	Polio RdRp inh FP z-score
O=C(NCc1cccc(C(F)(F)F)c1)C1CCN(c2ncccn2)CC1	104.0	1.1
CCCCC(=O)NC1(C(F)(F)F)C(=O)Nc2c1c(=O)[nH]c(=O)n2-c1ccc(C)c(C)c1 (configuration not stated)	102.0	-0.1
CSc1nc(-c2ccco2)cc(C(F)(F)F)c1C#N	109.0	0.6

(listing goes on)
SMILES	Polio RdRp inh	Polio RdRp inh FP z-score
O=C1c2[nH]nc(-c3ccccc3O)c2C(c2ccc(Cl)cc2)N1CCc1ccccc1 (configuration not stated)	111.0	1.2
CN1C(=S)N(c2ccc(Cl)cc2)C(=O)/C1=C/c1ccccc1O	102.0	0.3
CCOC(=O)c1sc(Nc2ccc(C)cc2C)nc1C	99.0	-0.8
O=C(Nc1ccc2oc(-c3ccc4ccccc4c3)nc2c1)c1ccccc1F	102.0	-0.3
O=C(CCCn1sc2ccccc2c1=O)NCc1cccs1	105.0	0.6
N/C(Cc1nc(-c2ccc(Cl)cc2)cs1)=N\O	107.0	0.7
COc1cccc(CN(C)C(=O)c2ccc3c(c2)NC(=O)CS3)c1	99.0	-0.2
COC(=O)/C(=C/N(C)C)NC(=O)c1ccccc1	102.0	0.2
CCOc1ccc(-c2nonc2NC(=O)c2oc3ccc(Br)cc3c2C)cc1	109.0	0.8
Cc1ccc(NC(=O)CSc2cn(CC(=O)N3CCOCC3)c3ccccc23)cc1Cl	117.0	0.2
Cc1cccc(-n2[nH]nnc2=S)c1	95.0	-0.8
CCOC(=O)c1cccc(NC(=O)c2cc(C)nc3c2c(C)nn3-c2ccc(C)cc2)c1	108.0	0.3
CC(=O)N1CCN(S(=O)(=O)c2cccc(C(=O)OCC(=O)N3N=C(c4ccc(C)cc4)CC3c3ccco3)c2)CC1 (configuration not stated)	108.0	-0.3
S=c1nc(CCCCc2nc(=S)[nH][nH]2)[nH][nH]1	75.0*	-4.3*
CN1CCN(NC(=O)c2ccc(Cl)cc2)CC1	100.0	-0.3
Cc1ccc(-c2nnn(CCOc3ccccc3Cl)n2)cc1	102.0	0
CN=c1scc(-c2c(-c3ccccc3)n(C)c3ccccc23)n1C	100.0	-0.2
CCOC(=O)N1CCC(=Nn2c(CC)n[nH]c2=S)CC1	100.0	-0.1
CC1CCCCN1S(=O)(=O)c1cn(C)c(=O)n(C)c1=O (configuration not stated)	99.0	-0.6
CCC(C)NC(=O)Cn1c(=O)ccc2cc(S(=O)(=O)N3CCCC3)ccc21 (configuration not stated)	102.0	-1.2
CCOC(=O)N1CCN(c2ncc3c(n2)CC(c2ccccc2O)CC3=O)CC1 (configuration not stated)	107.0	0.6
Cc1ccc(Cn2c(CNC(=O)c3ccccc3)nc3ccccc32)cc1	100.0	-0.3
CCOC(=O)c1cc(S(=O)(=O)Nc2ccccc2OCC)[nH]n1	100.0	-1.6
COc1ccc(CC(=O)N2CCCc3ccccc32)cc1	104.0	0.8
COCCn1c(CCC(=O)Nc2ccc(OC)c(OC)c2)nc2cccnc21	101.0	-0.9
O=c1[nH]c(CSc2ncccn2)nc2ccccc12	105.0	1.1
O=C(N1CCCc2ccccc21)C(F)(F)F	109.0	0.5
Cc1cc(C)c(NC(=O)C2CCN(c3nn4c(=O)cc(C)nc4s3)CC2)c(C)c1	111.0	0.3
Cc1cccc(N2C(=S)NC3c4cc(Cl)cc(Cl)c4OC2(C)C3C(=O)N(C)C)c1 (configuration not stated)	101.0	-0.1
CC(=O)c1ccc(NC(=O)c2sc(-n3nc(C)c(Cc4ccccc4)c3C)nc2C)cc1	103.0	-0.1
COc1ccc(CCC(=O)NCc2ccc3c(c2)CCN3C(=O)c2cccc(C)c2)cc1	105.0	-0.5
CCC(=O)OCC(=O)Nc1ccc2c(c1)c1ccccc1n2CC	108.0	0.5
COc1cccc(/C=N/NC(=O)CSc2nnnn2-c2ccccc2)c1	104.0	0.6
Cc1ccc(NC(=O)C2=C(N)C(C(=O)Nc3c(F)c(F)c(F)c(F)c3F)SC2=NCc2ccco2)c(C)c1 (configuration not stated)	105.0	0.4
CCOc1cc2c(cc1OCC)-n1cccc1C(C1CCCCC1)NC2 (configuration not stated)	104.0	0
O=C(NCc1ccccc1)N1CCc2c(sc3c2CCCC3)C1c1ccccc1 (configuration not stated)	108.0	0.4
Cc1nnc(SCc2nnc(-c3ccccc3)o2)o1	105.0	1.2
COc1ccc(-n2cc(-c3ccccc3)nc2SCC(=O)Nc2ccccc2C)cc1	112.0	1.2
COc1ccc(-c2cc3ccc(O)c(CN4CCCC4)c3oc2=O)cc1OC	100.0	-1.8
CC(C)c1ccc(NNC(=O)C2CCC2)cc1	100.0	-0.4
O=C(C1CCCCC1)N1CCN(c2ncnc3c2cnn3-c2ccccc2)CC1	101.0	-0.6
Cc1ccc(Sc2ncccc2NC(=O)c2cccc3ccccc23)cc1	104.0	0.1
CC1=C(C(=O)Nc2ccccc2)C(c2ccccc2)NC(=O)N1 (configuration not stated)	103.0	0.6
c1ccc(CNC2CC2)nc1	104.0	0.6
Cc1cccc(Nc2ccc(NCc3ccccc3)nn2)c1	99.0	-0.7

Record cards, as listed above. Values in the order: Polio RdRp inh | Polio RdRp inh FP z-score
CCC(=O)OCC(=O)Nc1ccc2c(c1)c1ccccc1n2CC in the list: 108.0 | 0.5
COC(=O)c1ccc(Cl)cc1NC(=O)N1CC(C)Oc2ccccc21 (configuration not stated) in the list: 111.0 | 0.7
CCn1nccc1C(=O)Nc1ccc(Cl)cc1Cl in the list: 100.0 | -0.3
O=C(CCCn1sc2ccccc2c1=O)NCc1cccs1 in the list: 105.0 | 0.6

(further entries)
SMILES	Polio RdRp inh	Polio RdRp inh FP z-score
COc1ccc(C2CC(=O)c3cc(-c4nc(-c5cccc(Cl)c5)cs4)c(=O)[nH]c3C2)cc1OC (configuration not stated)	115.0	2.6
CCCn1nc(C(=O)Nc2nc3ccccc3[nH]2)c2ccccc2c1=O	98.0	-0.9
CCN(CC)c1ccc(NS(=O)(=O)c2cc(-c3cc(C)no3)ccc2C)c(C)c1	102.0	-1.1
O=C(NC1CCCc2ccccc21)c1ccc2c(c1)sc1nc(-c3ccc(F)cc3)cn12 (configuration not stated)	105.0	-0.2
Cc1ccc2nc3c(cc(C(=O)NCCN4CCOCC4)c(=N)n3CC3CCCO3)c(=O)n2c1 (configuration not stated)	102.0	0.1
CC(C)c1ccc(-c2noc(COC(=O)c3c[nH]c4ccccc34)n2)cc1	104.0	0.3
COc1cc(C(C#N)N2CCCCC2)ccc1O (configuration not stated)	102.0	-0.2
Cc1cn2c(=O)cc(COC(=O)c3cccc(NC(=O)C(C)Oc4ccccc4)c3)nc2s1 (configuration not stated)	104.0	-0.6
COc1ccc(OC)c(NC(=O)c2csnn2)c1	107.0	0.3
O=C(Cn1c(=O)n2nc(-c3ccccc3)nc2c2ccccc21)Nc1ccccc1C(F)(F)F	106.0	0.3
CCOC(=O)c1c(C)[nH]c(C)c1S(=O)(=O)NCCCc1ccco1	102.0	0.5
CCCc1cc(=O)[nH]c(SCC(=O)N(CC(C)C)C2CCS(=O)(=O)C2)n1 (configuration not stated)	104.0	0.4
CCc1cc(-c2nc(N)ncc2-c2ccc(OC)cc2)c(O)cc1OC	100.0	-0.1
O=C(CCC1N=C2c3ccccc3N=C(SCc3cccc(F)c3)N2C1=O)NCCc1ccccc1 (configuration not stated)	104.0	-0.7
COc1cc(NC(=O)c2ccco2)c(OC)cc1NC(=O)CCC(=O)NC1CCN(Cc2ccccc2)CC1	104.0	0.4
CCn1cc(C(=O)O)c(=O)c2cc(F)c(N3CCN(C(C)=O)CC3)cc21	109.0	0.6
